Screens as filed in PubChem.
C diff growth: blocks growth of Clostridium difficile | Clostridium difficile clinical isolate growth, OD600, 24 h; hits give low values | growth activity, negative = inhibition, % at 16 µg/mL (by protocol) | 86,000 tested, 0.25% active;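 active = mean growth activity at or below -80% and every replicate also at or below -80%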;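 note: 0% = DMSO wells and -100% = levofloxacin 16 µg/mL wells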
T cruzi growth: blocks T. cruzi growth in NIH3T3 culture. T. cruzi beta-gal in NIH3T3, GalScreen luminescence, 90 h. AID 624255. 77,000 tested, 5.9% active. inhibition, % at 8.34 µM;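 active = mean inhibition above about 93%, with at least 55% of replicates each passing it, limit read from the data, passing the limit was not always enough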
GASC1 inh: inhibitors of human demethylase GASC-1 KDM4C. GST-KDM4C 2-372, H3K9me3 peptide, LANCE TR-FRET. inhibition, % at 12.5 µM. 96,000 tested, 0.15% active;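 active = mean replicate inhibition above about 25%, with at least 55% of replicates also reaching it, limit read from the data, passing the limit was not always enough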
Target sequence (Q9H3R0 2-372 limits assumed): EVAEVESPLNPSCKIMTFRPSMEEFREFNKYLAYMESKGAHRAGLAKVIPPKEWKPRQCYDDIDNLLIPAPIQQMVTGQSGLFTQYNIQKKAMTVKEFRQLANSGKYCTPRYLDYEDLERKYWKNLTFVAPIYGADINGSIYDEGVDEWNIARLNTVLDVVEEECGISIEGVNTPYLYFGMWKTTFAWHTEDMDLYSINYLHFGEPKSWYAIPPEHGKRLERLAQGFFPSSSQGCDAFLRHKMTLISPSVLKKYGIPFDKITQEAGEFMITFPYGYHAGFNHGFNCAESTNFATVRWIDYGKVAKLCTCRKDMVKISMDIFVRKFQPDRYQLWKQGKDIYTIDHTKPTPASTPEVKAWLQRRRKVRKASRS
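Material: N-terminal GST-fused human GASC-1 (KDM4C) fragment, residues 2-372. Input: 10 nM enzyme. Incubation: enzyme reaction 30 min, then detection 60 min, both room temperature. Doses: one test concentration per compound. Read-out basis: inhibition from TR-FRET ratio decrease. Detection: LANCE TR-FRET, excitation 340 nm, emissions 618 and 671 nm.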
Pf Dd2 inh: blocks growth of Plasmodium falciparum Dd2 parasites | 94,000 tested, 2.3% active | AID 1159554 | activity change, % at 10 µM | P. falciparum Dd2 growth, SYBR Green, 72 h; hits give low values; in the data active = activity change below about -80%
* = called active by the depositor; x = not tested or not shown; & = joins results of further samples.

no.	SMILES	C diff growth	T cruzi growth	GASC1 inh	Pf Dd2 inh
1	C[C@@H]1CN([C@H](C)CO)C(=O)c2cc(NS(=O)(=O)c3ccccc3)ccc2O[C@@H]1CN(C)Cc1ccccc1	-2	4	-1.3	9
2	COCCNC(=O)C[C@@H]1CC[C@H]2[C@@H](COC[C@@H](O)CN2S(=O)(=O)c2ccccc2C)O1	x	8	-4.7	-1
3	CN(C)C(=O)c1cccc(-c2ccc3c(c2)[C@@H]2[C@@H](CCN2Cc2ccccc2F)[C@H](CO)N3)c1	-19	8	-1.8	-60
4	COc1ccc(CNC(=O)C[C@@H]2CC[C@@H](NC(=O)Nc3ccc4c(c3)OCO4)[C@H](CO)O2)cc1	x	-40	x	-33
5	C[C@@H]1CN([C@H](C)CO)C(=O)c2cc(NC(=O)NC3CCCCC3)ccc2O[C@@H]1CN(C)Cc1ccc(Oc2ccccc2)cc1	15	59	0.2	0
6	COc1ccc(CNC(=O)C[C@@H]2C[C@H]3c4cc(NC(=O)CN(C)C)ccc4O[C@H]3[C@@H](CO)O2)cc1	2	4	0.1	9
7	CN1c2ccc(Br)cc2[C@@H]2[C@@H](CCN2C(=O)C2CC2)[C@@H]1CO	-7	94	0.0	13
8	CCCNC(=O)N1[C@H](CNC(=O)CC)[C@H](c2ccc(C3=CCCC3)cc2)[C@@H]1CO	-6	28	1.6	-3
9	N#C[C@@H]1[C@@H](c2ccccc2)[C@H](CO)N1C(=O)Cc1ccccn1	-14	6	-0.4	-1
10	CCS(=O)(=O)N[C@H]1CC[C@H](CC(=O)N2CCCCC2)O[C@H]1CO	x	7	x	-4
11	CN1CCN(C(=O)C[C@@H]2C[C@@H]3c4cc(NS(=O)(=O)c5ccc(F)cc5)ccc4O[C@@H]3[C@H](CO)O2)CC1	-1	-2	-0.1	3
12	COc1ccc(NC(=O)N(C)C[C@H]2Oc3c(NC(=O)c4cc(C)nn4C)cccc3C(=O)N([C@@H](C)CO)C[C@H]2C)cc1	-5	-18	-0.7	-25
13	CCc1csc(N2[C@H](C#N)[C@H](c3ccc(-c4ccc(F)cc4)cc3)[C@H]2CO)n1	5	94	-2.1	-2
14	C[C@@H]1CN([C@H](C)CO)C(=O)Cc2cc(NS(=O)(=O)c3ccccc3)ccc2O[C@H]1CN(C)Cc1ccncc1	0	-2	12	5
15	C[C@@H]1CN([C@H](C)CO)C(=O)c2cc(NC(=O)c3ccncc3)ccc2O[C@@H](C)CCCCO[C@@H]1CN(C)Cc1ccc(C(=O)O)cc1	4	78	1.1	45
16	COCC#Cc1ccc([C@@H]2[C@@H](CO)N3CCCCN(S(=O)(=O)c4ccccc4C)C[C@@H]23)cc1	7	30	-1.1	5
17	CO[C@@H]1CN(C)C(=O)c2ccc(NC(=O)C3CCOCC3)cc2OC[C@@H](C)N(C)C[C@H]1C	1	0	1.3	3
18	CCN(C[C@H]1[C@H](c2ccc(C3=CCCC3)cc2)[C@H](CO)N1C(C)=O)C(C)=O	3	-17	3.0	28
19	C[C@@H](NC(=O)[C@H]1[C@H](CO)[C@H]2Cn3c(ccc(-c4ccccc4F)c3=O)[C@@H]1N2C)c1ccccc1	-6	-9	4.6	x
20	C[C@H](CO)N1C[C@H](C)[C@@H](CN(C)Cc2ccncc2)Oc2ccc(NC(=O)Nc3cccc4ccccc34)cc2C1=O	-5	-34	0.4	1
21	CCC(=O)N1C[C@@H]2[C@H](c3ccccc31)[C@@H](CO)N2C(=O)CC	6	102*	-4.1	-76
22	C[C@@H]1CCCCO[C@@H](CN(C)C(=O)C2CCCCC2)[C@@H](C)CN([C@H](C)CO)C(=O)c2cc(NC(=O)C3CCCCC3)ccc2O1	7	46	14	-70
23	O=C(C[C@@H]1CC[C@@H]2[C@H](COC[C@@H](O)CN2C(=O)c2ccc(F)cc2)O1)N1CCCCC1	-1&-5	-24	-1.2	-17
24	CCC(=O)N[C@@H]1CC[C@@H](CC(=O)NCC2CCCCC2)O[C@H]1CO	x	16	-0.8	17
25	O=C(C[C@H]1CC[C@H]2[C@@H](COC[C@H](O)CN2Cc2ccc(Oc3ccccc3)cc2)O1)N1CCN(c2ccccc2)CC1	14&7	134*	-0.1	-52
26	Cc1ccc(S(=O)(=O)N(C)C[C@@H]2Oc3ccc(NS(=O)(=O)c4ccc(F)cc4)cc3C(=O)N([C@H](C)CO)C[C@H]2C)cc1	-2	14	-0.2	6
27	Cc1ccc(S(=O)(=O)Nc2ccc3c(c2)C(=O)N([C@H](C)CO)C[C@@H](C)[C@@H](CN(C)C(=O)CCC(F)(F)F)OCCCC[C@@H](C)O3)cc1	x	48	-1.3	-10
28	CC(=O)N1CC(=O)N2[C@H](CO)[C@@H](c3ccc(-c4cccc(C(=O)N(C)C)c4)cc3)[C@@H]2C1	-3	x	0.5	-5
29	C[C@@H]1CN([C@H](C)CO)C(=O)c2cc(C#C[C@@H](C)O)cnc2O[C@H]1CN(C)C(=O)c1ccccc1F	2	-11	-0.6	x
30	COc1ccc(S(=O)(=O)Nc2ccc3c(c2)C(=O)N([C@@H](C)CO)C[C@@H](C)[C@@H](CN(C)S(=O)(=O)c2ccc(Cl)cc2)OCCCC[C@@H](C)O3)cc1	-4	84	0.8	-43
31	CN(C)CC(=O)N[C@@H]1CC[C@H](CCn2cc(C3CC3)nn2)O[C@@H]1CO	1	x	0.4	-4
32	CO[C@@H]1CN(C)C(=O)c2ccc(NC(=O)c3cc(C)on3)cc2OC[C@@H](C)NC[C@@H]1C	x	-26	2.4	-9
33	CO[C@H]1CN(C)C(=O)c2ccc(NS(=O)(=O)c3ccccc3)cc2OC[C@@H](C)N(Cc2ccccn2)C[C@@H]1C	x	x	3.7	9
34	C[C@@H]1CCCCO[C@@H](CN(C)C(=O)c2ccncc2)[C@@H](C)CN([C@H](C)CO)C(=O)c2cc(NS(C)(=O)=O)ccc2O1	0	-18	0.0	65
35	C[C@@H]1CN([C@@H](C)CO)C(=O)c2cc(Br)cnc2O[C@@H]1CN(C)C(=O)C1CCC1	x	-58	0.6	12
36	COc1ccccc1C#Cc1ccc([C@H]2[C@@H](CO)N3CCCCN(S(C)(=O)=O)C[C@H]23)cc1	-14	88	-1.1	-39
37	C[C@H](CO)N1C[C@H](C)[C@@H](CN(C)C(=O)Nc2ccc(C(F)(F)F)cc2)Oc2ccc(NC(=O)Nc3ccc(C(F)(F)F)cc3)cc2CC1=O	-6	62	-5.0	-70
38	C[C@H]1CCCCO[C@@H](CN(C)Cc2ccc(C(=O)O)cc2)[C@@H](C)CN([C@@H](C)CO)C(=O)c2cc(NS(=O)(=O)c3ccc(F)cc3)ccc2O1	-7	-12	-6.5	-38
39	CO[C@H]1CN(C)C(=O)c2ccc(NC(C)=O)cc2OC[C@H](C)N(C(=O)CC2CC2)C[C@@H]1C	0	x	-0.4	-4
40	C[C@@H]1CCCCO[C@H](CN(C)S(=O)(=O)c2cccs2)[C@H](C)CN([C@H](C)CO)C(=O)c2cc(NC(=O)CCC(F)(F)F)ccc2O1	-6	79	-0.7	-62

Compounds 37 to 40 from above:
no.	SMILES	C diff growth	T cruzi growth	GASC1 inh	Pf Dd2 inh
37	C[C@H](CO)N1C[C@H](C)[C@@H](CN(C)C(=O)Nc2ccc(C(F)(F)F)cc2)Oc2ccc(NC(=O)Nc3ccc(C(F)(F)F)cc3)cc2CC1=O	-6	62	-5.0	-70
38	C[C@H]1CCCCO[C@@H](CN(C)Cc2ccc(C(=O)O)cc2)[C@@H](C)CN([C@@H](C)CO)C(=O)c2cc(NS(=O)(=O)c3ccc(F)cc3)ccc2O1	-7	-12	-6.5	-38
39	CO[C@H]1CN(C)C(=O)c2ccc(NC(C)=O)cc2OC[C@H](C)N(C(=O)CC2CC2)C[C@@H]1C	0	x	-0.4	-4
40	C[C@@H]1CCCCO[C@H](CN(C)S(=O)(=O)c2cccs2)[C@H](C)CN([C@H](C)CO)C(=O)c2cc(NC(=O)CCC(F)(F)F)ccc2O1	-6	79	-0.7	-62

The results go on.
no.	SMILES	C diff growth	T cruzi growth	GASC1 inh	Pf Dd2 inh
41	C[C@H](CO)N1C[C@H](C)[C@H](CN(C)C(=O)NC2CCCCC2)Oc2ccc(NC(=O)Cc3ccccc3)cc2CC1=O	4	-8	-2.4	-16
42	CCC(=O)Nc1ccc2c(c1)OC[C@@H](C)N(C(C)=O)C[C@H](C)[C@@H](OC)CN(C)C2=O	-3	-12	2.2	9
43	Cc1noc(C)c1S(=O)(=O)N(C)C[C@@H]1Oc2c(NC(=O)c3ccc(-c4nccs4)cc3)cccc2C(=O)N([C@@H](C)CO)C[C@@H]1C	x	47	0.8	-13
44	O=C(N[C@@H]1C=C[C@@H](CC(=O)N2CCOCC2)O[C@H]1CO)c1ccccn1	1	17	-0.7	36
45	Cc1ccc(S(=O)(=O)Nc2cccc3c2O[C@@H](CN(C)S(=O)(=O)c2ccc(C)cc2)[C@H](C)CN([C@H](C)CO)C3=O)cc1	15	20	3.5	18
46	COc1cccc(S(=O)(=O)Nc2ccc3c(c2)OC[C@H](C)NC[C@H](C)[C@@H](OC)CN(C)C3=O)c1	3	x	-1.6	11
47	COCC#Cc1ccc([C@@H]2[C@H](CO)N3CCCCN(S(=O)(=O)c4ccc(OC)cc4)C[C@@H]23)cc1	-9	87	-0.5	-77
48	COc1ccc(NC(=O)Nc2ccc3c(c2)C(=O)N([C@@H](C)CO)C[C@@H](C)[C@H](CN(C)C(=O)Nc2c(C)noc2C)OCCCC[C@@H](C)O3)cc1	2	52	2.7	44
49	O=S(=O)(N[C@@H]1CC[C@H](CCn2cc(-c3ccccn3)nn2)O[C@H]1CO)c1cccc(F)c1	-3	-56	0.9	-22
50	C[C@H](CO)N1C[C@H](C)[C@@H](CN(C)CC2CCCCC2)Oc2ccc(NS(=O)(=O)c3cn(C)cn3)cc2CC1=O	1	52	0.7	-2
51	CC(C)NC(=O)N(C)C[C@@H]1Oc2ccc(NC(=O)Nc3ccc(C(F)(F)F)cc3)cc2CC(=O)N([C@@H](C)CO)C[C@@H]1C	4	8	0.0	-1
52	C[C@@H]1CN([C@H](C)CO)C(=O)c2ccccc2-c2ccccc2CO[C@H]1CN(C)S(=O)(=O)c1ccc(C#N)cc1	x	-4	0.1	-10
53	C[C@@H]1CCCCO[C@@H](CN(C)C(=O)CCC(F)(F)F)[C@@H](C)CN([C@@H](C)CO)C(=O)c2cc(N(C)C)ccc2O1	1	18	18	8
54	CN1C(=O)c2cc(NC(=O)C3CCCCC3)ccc2OC[C@@H]2O[C@H](CC(=O)NC3CCCC3)CC[C@H]21	-3	40	1.1	-10
55	CNC[C@@H]1Oc2c(N)cccc2C(=O)N([C@@H](C)CO)C[C@@H]1C	-6	-150	-1.0	36
56	C[C@@H]1CN([C@H](C)CO)C(=O)c2cc(NC(=O)Nc3cccc4ccccc34)ccc2O[C@@H](C)CCCCO[C@H]1CN(C)Cc1ccc(C(F)(F)F)cc1	9	123	-0.9	-85*
57	C[C@@H]1CCCCO[C@@H](CN(C)S(=O)(=O)c2cccs2)[C@@H](C)CN([C@@H](C)CO)C(=O)c2cc(NS(=O)(=O)c3ccccc3)ccc2O1	-1	43	-0.4	-46
58	C[C@@H]1CN([C@@H](C)CO)C(=O)c2cc(-c3ccc(C#N)cc3)cnc2O[C@H]1CN(C)Cc1ccncc1	-3	7	-1.0	-24
59	O=C(C[C@@H]1C=C[C@@H](NC(=O)c2cccc(F)c2)[C@H](CO)O1)Nc1nccs1	x	-67	-0.9	-16
60	C[C@@H]1CN([C@@H](C)CO)C(=O)Cc2cc(NS(C)(=O)=O)ccc2O[C@H]1CN(C)Cc1ccc(C(=O)Nc2ccccc2N)cc1	3	48	-0.4	8
61	CC(C)NC(=O)Nc1ccc2c(c1)C(=O)N([C@@H](C)CO)C[C@H](C)[C@@H](CN(C)Cc1ccc(Cl)c(Cl)c1)O2	0	45	1.0	-9
62	O=S(=O)(N[C@@H]1CC[C@H](CCn2cc(-c3ccc(F)cc3)nn2)O[C@H]1CO)c1ccccc1F	-9	41	-0.1	-18
63	CNC[C@H]1OCCCC[C@@H](C)Oc2ccc(NC(=O)NC(C)C)cc2C(=O)N([C@@H](C)CO)C[C@@H]1C	-1	30	1.4	75
64	COc1ccc(S(=O)(=O)Nc2cccc3c2O[C@@H](CN(C)S(=O)(=O)c2cccs2)[C@H](C)CN([C@@H](C)CO)C3=O)cc1	0	15	7.1	-27

2 entries from above, screen by screen:
25	O=C(C[C@H]1CC[C@H]2[C@@H](COC[C@H](O)CN2Cc2ccc(Oc3ccccc3)cc2)O1)N1CCN(c2ccccc2)CC1
26	Cc1ccc(S(=O)(=O)N(C)C[C@@H]2Oc3ccc(NS(=O)(=O)c4ccc(F)cc4)cc3C(=O)N([C@H](C)CO)C[C@H]2C)cc1

assay / entry,25,26
C diff growth,14&7,-2
T cruzi growth,134*,14
GASC1 inh,-0.1,-0.2
Pf Dd2 inh,-52,6
